PvdQ acylase = blocks Pseudomonas aeruginosa PvdQ acylase activity; purified PvdQ acylase, fluorescence plate reader; inhibition, % at 10 µM; actives 0.063% (n = 340,000); AID 488965; in the data active means inhibition above about 30%, passing the limit was not always enough; inconclusive means no clear call, values can overlap the other calls;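 further: 0% = vehicle neutral wells and 100% = reference inhibitor wells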
DAGLB inhibitor = diacylglycerol lipase beta (human) inhibition. AID 504411. inhibition, % at 5.17 µM. Q8NCG7. actives 0.059% (n = 340,000). HEK293T DAGLB membrane lysate, EnzChek fluorogenic substrate; in the data active means inhibition above about 34%;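 further: 0% = enzyme with vehicle and 100% = wells lacking enzyme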
Target sequence (Q8NCG7 whole entry, looked up): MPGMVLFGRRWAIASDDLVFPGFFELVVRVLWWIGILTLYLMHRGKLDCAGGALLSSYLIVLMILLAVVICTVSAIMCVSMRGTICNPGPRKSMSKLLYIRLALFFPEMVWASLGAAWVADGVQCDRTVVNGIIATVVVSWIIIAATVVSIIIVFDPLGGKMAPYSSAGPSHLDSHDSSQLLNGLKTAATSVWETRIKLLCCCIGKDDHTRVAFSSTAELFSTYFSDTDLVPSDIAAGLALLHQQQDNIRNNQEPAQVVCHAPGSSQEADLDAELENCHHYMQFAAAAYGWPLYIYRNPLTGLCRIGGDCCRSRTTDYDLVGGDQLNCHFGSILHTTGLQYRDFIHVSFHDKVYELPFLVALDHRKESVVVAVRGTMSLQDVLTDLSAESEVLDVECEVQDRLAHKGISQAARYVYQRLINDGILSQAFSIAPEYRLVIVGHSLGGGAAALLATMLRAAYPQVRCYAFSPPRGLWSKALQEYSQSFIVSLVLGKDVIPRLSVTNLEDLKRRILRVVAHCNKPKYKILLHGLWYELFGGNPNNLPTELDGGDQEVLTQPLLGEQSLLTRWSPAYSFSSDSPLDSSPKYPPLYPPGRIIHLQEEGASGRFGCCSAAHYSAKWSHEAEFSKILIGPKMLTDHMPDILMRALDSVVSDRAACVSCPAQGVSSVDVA
Wnt bcat act = activates Wnt/beta-catenin signaling in a reporter cell assay. activator, plate reader. activation, % at 9.35 µM. actives 1.2% (n = 300,000); in the data active means activation above about 30%, passing the limit was not always enough; inconclusive means no clear call, values can overlap the other calls;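 further: 0% = neutral control wells and 100% = positive control wells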
phage Ecoli inh = E. coli growth loss with phage present. AID 651602. growth absorbance. inhibition, % at 11.9 µM. actives 0.26% (n = 360,000); in the data active means inhibition above about 11%
Tat export inh = blocks Tat-dependent protein export in E. coli. AID 488895. actives 0.036% (n = 340,000). inhibition, % at 10 µM. E. coli MC4100 TorA-mCherry Tat export, fluorescence;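 active means mean replicate inhibition at least 50% and at least half of replicates individually reaching 50%; inconclusive means only one of the two criteria met; inactive means neither criterion met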;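 further: exported cargo escapes ClpAP degradation while cytoplasmic cargo is degraded and loses fluorescence; 0% = median of neutral control wells and 100% = median of NaSCN control wells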
AddAB inh = less growth of phage-infected E. coli with AddAB; E. coli expressing H. pylori AddAB, absorbance growth; inhibition, % at 11.9 µM; actives 0.29% (n = 330,000); AID 435030; in the data active means inhibition above about 12%;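 further: 0% = vehicle wells of infected cells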
Rtt109 HAT inh = inhibitors of Candida albicans Rtt109/Vps75 histone acetyltransferase; purified Rtt109/Vps75, ThioGlo CoA-SH fluorescence, 4 h; actives 0.16% (n = 330,000); inhibition, % at 34.9 µM; Q5AAJ8;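 active means inhibition of at least 50% in every replicate; inconclusive means best replicate reaches 50% inhibition but some replicates fall short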
Target sequence (Q5AAJ8 whole entry, looked up): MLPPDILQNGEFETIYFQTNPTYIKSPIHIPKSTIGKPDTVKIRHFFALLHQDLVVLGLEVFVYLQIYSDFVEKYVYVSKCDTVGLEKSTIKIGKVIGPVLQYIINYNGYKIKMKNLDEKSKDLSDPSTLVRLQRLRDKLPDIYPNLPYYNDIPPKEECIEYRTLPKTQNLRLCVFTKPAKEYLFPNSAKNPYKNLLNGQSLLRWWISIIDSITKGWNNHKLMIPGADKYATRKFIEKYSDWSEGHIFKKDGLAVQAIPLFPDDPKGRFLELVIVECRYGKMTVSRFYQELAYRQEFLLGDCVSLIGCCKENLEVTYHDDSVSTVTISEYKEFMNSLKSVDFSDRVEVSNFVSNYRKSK
CAL PDZ FP = inhibitors of human CAL PDZ peptide binding. Q9HD26. purified CAL PDZ, TMR-peptide fluorescence polarization, 1 h. inhibition, % at 20 µM. actives 0.02% (n = 330,000). AID 504414;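 active means highest replicate inhibition of at least 40%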;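 further: plate controls were DMSO neutral control wells for no effect and unlabeled competitor peptide control wells for full effect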
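Test system: purified CerCALP PDZ construct; Compound dosing: one concentration, 20 µM compound; Also added: TMR-labelled reporter peptide T*-PRC34 bound in PDZ groove; Read-out: inhibition from polarization loss; Controls: unlabelled peptide and DMSO controls; Signal: FP readout, S and P plane fluorescence; Incubation: 1 h at RT.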
PfHsp90 yeast 2 = reduces growth (ATP signal) of yeast expressing P. falciparum Hsp90. actives 0.32% (n = 310,000). S. cerevisiae expressing PfHsp90, BacTiter-Glo ATP, 48 h; yeast lacking PDR1 and PDR3 efflux regulators. AID 504621. inhibition, % at 9.4 µM;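 active means every replicate shows inhibition above about 80%, whatever the replicate mean, limit read from the data; inconclusive means mean inhibition reaches the set limit but some replicate falls short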;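 further: 0% = DMSO neutral controls and 100% = 20 µM radicicol positive controls; yeast relying on Plasmodium falciparum Hsp90 in place of its own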
E coli growth = reduces bacterial viability in AddAB counter-screen; E. coli V3065 growth, OD600 absorbance, 18 h; inhibition, % at 11.9 µM; AID 449728; actives 0.27% (n = 330,000);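 active means inhibition above the campaign's mean inhibition across all tested compounds plus 3 SD, cut at about 9.9% in these data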;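 further: uninfected addAB+ strain grown without phage in ampicillin broth; 0% = DMSO wells and 100% = ciprofloxacin 0.95 µg/ml wells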
* marks the source's active call; other numbers are inactive results; ? = inconclusive; · = not tested or not shown.

SMILES | PvdQ acylase | DAGLB inhibitor | Wnt bcat act | phage Ecoli inh | Tat export inh | AddAB inh | Rtt109 HAT inh | CAL PDZ FP | PfHsp90 yeast 2 | E coli growth
CSC(=NCc1cccnc1)NS(=O)(=O)c1cccs1 | -13 | 2 | · | 3.4 | -3 | 2.3 | 0 | -0.3 | -2 | 0.4
CC(=O)Nc1ccc(S(=O)(=O)N[C@@H](C)C(=O)N2CCN(c3ccccn3)CC2)cc1 | -9 | 0 | 2 | 0.1 | 10 | -1.4 | 16 | -0.4 | -17 | -0.8
O=C(NCCN1C(=O)S/C(=C/c2cccnc2)C1=O)C1=NN(c2ccccc2)C(=O)CC1 | -2 | 2 | -1 | -1.5 | 14 | -1.3 | 28 | -0.3 | 2 | -1.6
COc1cccc(CNC(=O)CCNS(=O)(=O)c2cccc3nonc23)c1 | -8 | 1 | -2 | 0.4 | -5 | 0.6 | -7 | -0.4 | 16 | 1.1
CC[C@]12c3[nH]c4cc(CCC(=O)N(C)C)ccc4c3CCN1C(=O)[C@@H](CC(=O)NCc1cccc(C(F)(F)F)c1)C[C@@H]2C(=O)N1CCN(C(=O)C2CC2)CC1 | -16 | 0 | -5 | 1.9 | -2 | -3.1 | 1 | -0.5 | 12 | -4.8
CCOc1ccc(NC(=O)CN(C)C(=O)c2n[nH]c(=O)c3ccccc23)cc1OCC | -12 | 4 | 0 | -0.6 | -1 | · | 0 | -1.7 | -37 | ·
O=C(OCC(=O)c1c[nH]c2ccccc12)c1ccc(Br)o1 | -9 | -2 | 4 | · | 4 | 1.2 | 18 | -1.9 | 2 | -0.8
Cc1ccc(C(=O)N2CCN(S(=O)(=O)N3CCCCC3)CC2)cc1 | 0 | -3 | 1 | 0.9 | -6 | 0.2 | -2 | 0.0 | 10 | 1.8
CCC(=O)NC(c1ccc(C)cc1)c1cc([N+](=O)[O-])c2cccnc2c1O (stereo not given) | 1 | 25 | -7 | 2.4 | 0 | 2.2 | 5 | 0.2 | 5 | -0.7
COc1ccc(OC)c(S(=O)(=O)Nc2ccc(C(C)=O)cc2)c1 | -11 | -1 | · | 3.2 | -5 | -0.7 | -5 | 0.2 | 22 | -2.1
Cc1nnc(NC(=O)CSC2=NN3CCCC(=O)N=C3S2)s1 | -2 | 0 | -1 | 5.0 | 4 | 1.2 | -3 | 0.1 | -7 | -0.1
Cc1ccc(C(=O)NCCS(=O)(=O)N2CCN(c3ccccc3F)CC2)cc1[N+](=O)[O-] | 5 | -3 | 1 | 1.2 | 4 | 2.5 | 11 | -1.9 | 18 | 0.4
O=C(NC(=S)Nc1ccccc1N1CCCCC1)c1cccs1 | -13 | -12 | · | 3.0 | 5 | 1.9 | -25 | -0.2 | -47 | -1.6
CN(C)C(=O)CN1C(=O)NC2(CCCc3ccccc32)C1=O (stereo not given) | 7 | -3 | 0 | 0.9 | -4 | 1.6 | 32 | -1.4 | -1 | -1.8
COC(=O)c1ccc(NC(=O)C2CCCN2S(=O)(=O)c2ccc(F)cc2)cc1 (stereo not given) | -11 | 1 | · | 3.0 | -4 | 0.4 | -6 | -3.4 | -8 | -1.2
CC(=O)Nc1cccc(N2C(=O)CCC2=O)c1 | -17 | 2 | · | 2.9 | -2 | 3.1 | 1 | -0.1 | 17 | 0.6
O=C(COC(=O)c1ccccc1F)NCc1ccc2c(c1)OCO2 | -12 | -1 | -6 | 7.5 | 4 | -0.7 | -2 | -0.9 | -45 | -0.8
COc1ccc(OC(C)C(=O)Nc2cccc(F)c2)cc1 (stereo not given) | -9 | -5 | -2 | 3.3 | 5 | 0.2 | 12 | -2.1 | 5 | 0.4
COCCCNC(=O)/C(C#N)=C/c1c(N2CCCCCC2)nc2ccccn2c1=O | -15 | 0 | -2 | -0.3 | 1 | 0.9 | 3 | -0.5 | -4 | 0.9
Cc1cc(C(F)(F)F)c2sc(N)nc2n1 | -1 | -5 | -2 | 3.0 | -3 | 3.7 | -4 | -0.5 | 1 | -1.2
O=C(Cc1ccc([N+](=O)[O-])cc1)N/N=C/c1ccc([N+](=O)[O-])o1 | 2 | 1 | 8 | 13* | -24 | 21* | 11 | -0.8 | -3 | 14*
CS(=O)(=O)Oc1ccc2c(c1)O/C(=C\c1cccc([N+](=O)[O-])c1)C2=O | -6 | 1 | 0 | 0.9 | -14 | · | 5 | -1.4 | -3 | ·
Nc1nonc1-n1nnc(C(=O)N/N=C/c2cccnc2)c1-c1ccccc1 | -3 | 0 | -1 | 2.4 | 3 | 1.9 | -5 | -2.6 | 7 | 1.9
Cc1ccc(CSc2ccc(-c3cccs3)nn2)cc1 | -4 | -14 | · | 2.0 | -8 | 0.0 | -2 | -0.1 | 9 | -0.5
COc1cccc2cc(C(=O)Nc3ccccc3C(=O)N3CCOCC3)oc12 | 8 | 1 | 1 | 2.0 | 0 | 0.8 | ? | · | 9 | -1.4
CCOC(=O)N1CCN(C(=O)CSc2ccc(-c3ccc(OC)c(OC)c3)nn2)CC1 | -18 | -2 | -2 | -1.8 | -5 | -3.1 | -1 | -0.5 | 15 | -1.2
CCOc1ccccc1NC(=O)NC(C)c1ccncc1 (stereo not given) | -8 | -1 | -6 | 2.8 | 2 | 2.1 | -7 | -1.8 | 12 | -1.4
Cc1ccc(S[C@@H](CCN2CC[C@H](O)CCC2=O)c2ccccc2)cc1 | -15 | 1 | -3 | 0.8 | 1 | 4.1 | -3 | -0.6 | -26 | 0.9
O=C(NCc1ccc(F)cc1)c1ccc(CS(=O)Cc2ccccc2Cl)o1 (stereo not given) | 2 | -1 | -2 | 1.7 | -5 | 0.8 | 9 | -2.4 | 6 | 1.1
CCOC(=O)c1ccc2c(c1)n(CCCS(=O)(=O)[O-])c(/C=C/c1ccc(Cl)cc1)[n+]2CC | -7 | 1 | 4 | 1.1 | 12 | 1.1 | -11 | -2.3 | -10 | 1.0
NCCCCCCNS(=O)(=O)c1cccc2c(Cl)cccc12 | -10 | 3 | -5 | 3.0 | 2 | -2.2 | 6 | -1.2 | -20 | -1.5
O=[N+]([O-])c1ccccc1Nc1cccc(F)c1 | -14 | 8 | 1 | 1.0 | 0 | · | 1 | -0.2 | -10 | ·
COc1ccc(CNC(=O)CN(c2ccc(C(C)C)cc2)S(=O)(=O)c2c(C)noc2C)cc1 | 3 | -1 | 0 | 2.2 | -2 | 1.9 | -3 | -1.3 | 1 | -1.5
CCOC(=O)C(NC(C)=O)(Nc1ccc(F)cc1)C(F)(F)F (stereo not given) | 3 | -3 | · | 3.0 | ? | 4.5 | 3 | -0.4 | 7 | -0.9
Cc1ccc(OC(=O)c2sc(Cl)nc2C)cc1C | -9 | -4 | -1 | 2.4 | 17 | -0.2 | -3 | -1.4 | 9 | -1.0
Fc1ccc(-c2nnc(-c3ccc(Cl)cc3)o2)cc1 | 11 | -3 | 13 | 2.2 | 5 | 4.3 | 12 | · | -12 | 0.2
Cc1c(C(c2ccc(C(=O)O)cc2)c2c(C)n(C)n(-c3ccccc3)c2=O)c(=O)n(-c2ccccc2)n1C | -14 | 0 | 3 | 1.2 | -6 | -0.9 | -7 | · | -16 | 1.4
CC(=O)Nc1ccccc1-c1nn[nH]n1 | 4 | 1 | -1 | 2.2 | 19 | 3.4 | -8 | 0.0 | · | -1.1
O=C(Nc1cccc(F)c1)c1ccccc1 | -6 | 0 | 12 | 3.2 | -11 | 1.1 | -5 | -0.5 | · | 4.0
CCCOCC1CC2(CC(C)(c3csc(N)n3)OC2=O)C(=O)O1 (stereo not given) | 4 | 0 | · | 1.6 | -2 | 1.5 | -17 | -1.7 | -33 | 2.1

With a hit mark in phage Ecoli inh (from the list above):
Molecule,PvdQ acylase,DAGLB inhibitor,Wnt bcat act,phage Ecoli inh,Tat export inh,AddAB inh,Rtt109 HAT inh,CAL PDZ FP,PfHsp90 yeast 2
O=C(Cc1ccc([N+](=O)[O-])cc1)N/N=C/c1ccc([N+](=O)[O-])o1,2,1,8,13*,-24,21*,11,-0.8,-3

The results go on:
SMILES | PvdQ acylase | DAGLB inhibitor | Wnt bcat act | phage Ecoli inh | Tat export inh | AddAB inh | Rtt109 HAT inh | CAL PDZ FP | PfHsp90 yeast 2 | E coli growth
Cc1ccc(NC(=O)c2ccc(NCCCN3CCC(C)CC3)c([N+](=O)[O-])c2)cc1F | 9 | 3 | -9 | 4.2 | 8 | 1.5 | -25 | 0.0 | 0 | -0.2
Cc1ccccc1CNS(=O)(=O)c1csc(C(N)=O)c1 | -17 | 0 | -3 | 0.6 | 3 | 2.2 | -7 | 0.0 | -13 | 2.1
Brc1ccc2[nH]c3c(c2c1)CCC3 | -11 | 0 | 1 | 4.7 | 1 | 4.2 | 6 | 0.3 | -3 | -0.3
O=C(CN(Cc1ccc(Cl)cc1)C(=O)c1csnn1)NCc1ccccc1 | -3 | 0 | -6 | 1.5 | 6 | -1.9 | -3 | 0.0 | 2 | 2.1
CN(C)S(=O)(=O)c1ccc(SCC(=O)Nc2cccc(S(=O)(=O)N3CCCC3)c2)nc1 | -15 | 1 | -3 | 0.6 | 6 | · | -1 | -1.1 | · | ·
Cc1ccc(NC(=O)CSc2nnc(N)s2)cc1S(=O)(=O)N1CCCCC1 | -7 | -1 | -1 | -0.9 | -4 | 1.9 | 0 | -3.1 | 28 | 0.9
COc1cccc(NC(=O)CN(C)C(=O)c2cc(C3CC3)nn2-c2ccccc2)c1 | -13 | -6 | 12 | 2.3 | -2 | -0.8 | 3 | -1.5 | 13 | -3.7
CC(C)(C#N)N([O-])C=C[N+](=O)C(C)(C)C#N | 0 | 1 | 1 | 1.1 | -2 | 1.1 | 6 | · | 19 | -0.7
CCCOc1ccc(C(=O)Nc2cc(S(=O)(=O)N3CCOCC3)ccc2N2CCN(CC)CC2)cc1OC | -13 | 0 | 2 | 0.9 | 4 | · | -1 | 0.3 | 6 | ·
O=C(COC(=O)C1CCN(c2ccc(C(F)(F)F)cn2)CC1)Nc1ccc(F)cc1[N+](=O)[O-] | 7 | -12 | 8 | 1.9 | 0 | -1.2 | 40 | -1.8 | 15 | 0.0
CCCCn1c(=O)c(Cc2ccccc2)c(O)c2ccccc21 | 0 | 2 | · | 1.4 | -16 | 3.2 | 0 | -0.2 | · | -0.9
CC(=O)Nc1ccc(NC(=O)CSc2nc(C)nc3sc(C)c(C)c23)cc1 | -6 | -2 | -23 | 4.5 | -10 | -0.6 | -5 | -4.3 | -18 | -2.6
Cc1cc(C)cc(NC(=O)C(=O)NCC2CCCO2)c1 (stereo not given) | -15 | -1 | -6 | 6.4 | -1 | 3.0 | -4 | -0.6 | -13 | 2.1

Arranged by SMILES length (highest first): some entries from above
SMILES | PvdQ acylase | DAGLB inhibitor | Wnt bcat act | phage Ecoli inh | Tat export inh | AddAB inh | Rtt109 HAT inh | CAL PDZ FP | PfHsp90 yeast 2 | E coli growth
CCC(=O)NC(c1ccc(C)cc1)c1cc([N+](=O)[O-])c2cccnc2c1O (stereo not given) | 1 | 25 | -7 | 2.4 | 0 | 2.2 | 5 | 0.2 | 5 | -0.7
COC(=O)c1ccc(NC(=O)C2CCCN2S(=O)(=O)c2ccc(F)cc2)cc1 (stereo not given) | -11 | 1 | · | 3.0 | -4 | 0.4 | -6 | -3.4 | -8 | -1.2
O=C(NC(=S)Nc1ccccc1N1CCCCC1)c1cccs1 | -13 | -12 | · | 3.0 | 5 | 1.9 | -25 | -0.2 | -47 | -1.6
CC(=O)Nc1ccccc1-c1nn[nH]n1 | 4 | 1 | -1 | 2.2 | 19 | 3.4 | -8 | 0.0 | · | -1.1
